OX1R antag-1: human HCRTR1 antagonism; inhibition, % at 5 µM; O43613; 330,000 tested, 0.43% active; CHO/OX1R cells, Fluo-8 calcium fluorescence, orexin A; AID 434989;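 active means inhibition above its plate's threshold, mean inhibition of all tested compounds on the plate plus 3 SD, cut at about 37% in these data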;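 further: 0% = orexin A challenge wells and 100% = SB-334867-A antagonist wells; not every result past the cut was called active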
Target sequence (O43613 whole entry, looked up): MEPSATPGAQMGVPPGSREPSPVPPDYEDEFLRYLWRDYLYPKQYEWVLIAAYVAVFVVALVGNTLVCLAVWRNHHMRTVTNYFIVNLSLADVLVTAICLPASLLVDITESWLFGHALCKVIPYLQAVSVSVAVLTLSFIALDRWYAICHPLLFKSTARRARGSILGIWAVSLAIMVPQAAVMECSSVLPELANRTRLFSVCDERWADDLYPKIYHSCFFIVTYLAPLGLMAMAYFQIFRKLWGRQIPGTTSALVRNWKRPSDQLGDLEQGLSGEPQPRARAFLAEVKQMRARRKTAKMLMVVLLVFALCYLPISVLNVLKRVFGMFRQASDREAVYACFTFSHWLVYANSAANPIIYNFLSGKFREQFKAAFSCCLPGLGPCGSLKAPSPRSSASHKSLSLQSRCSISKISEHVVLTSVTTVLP
OX1R antag-2: antagonists of human orexin 1 receptor (OX1R); OX1R-expressing cells, FRET antagonist read-out; 330,000 tested, 1.8% active; O43613; inhibition, % at 6.6 µM; AID 485270; in the data active means inhibition mostly above about 38%, no sharp cut-off; inactive means mostly below about 40%;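 further: 0% = agonist challenge alone and 100% = reference antagonist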
* marks the source's active call; other numbers are inactive results.

SMILES	OX1R antag-1	OX1R antag-2
Cn1c(=O)[nH]c(=O)c2c1nc(NCCCn1ccnc1)n2Cc1ccccc1	-21	18
O=C(NCCNC(=O)c1cc(Cl)ccc1Cl)c1ccco1	-1	12
Cc1onc(-c2ccccc2)c1C(=O)Nc1nc2c(s1)CCCC2	-26	7
COc1ccc(-c2nnn(Cc3nc(N)nc(N4CCCCC4)n3)n2)cc1	-25	3
C[C@]12c3[nH]c4ccccc4c3CCN1C(=O)C(CC(=O)NCC13CC4CC(CC(C4)C1)C3)C[C@@H]2C(=O)N1CCCCC1 (some centres undefined)	-23	10
COc1ccc(-c2noc3c2-c2nc(-c4ccccc4)sc2CC3)cc1	-79	11
O=C(Cn1ccc(C(F)(F)F)n1)N=Nc1c(O)[nH]c2ccccc12	-24	28
Cc1cc2c(c(=O)n1C)C(C(C)C)C(C#N)=C(N)O2 (centres undefined)	-9	6
CC(=O)c1ccc(C(=O)Nc2ccc3c(c2)C(=O)NC3=O)cc1	-8	9
c1ccc2c(CSc3ncnc4nc[nH]c34)cccc2c1	-7	25
CSc1oc(-c2ccccc2)nc1S(=O)(=O)c1ccc(F)cc1	-25	13
Cc1nn(C)cc1C(=O)Nc1c(C)nn(Cc2ccccc2Cl)c1C	2	8
Cc1ccc(NC(=O)c2cc(S(=O)(=O)NCCC3=CCCCC3)ccc2F)cc1F	-19	3
COc1cc2nc(SCc3ccc(F)cc3)n(Cc3cccs3)c(=N)c2cc1OC	2	20
C#CCN(C(=O)c1ccc(OC2CCN(Cc3ccccn3)CC2)cc1)C1CCCCC1	-13	9
CCCOC(=O)C1=C(C)NC2=C(C(=O)CC(C)(C)C2)C1c1cccnc1 (centres undefined)	-2	12
O=C(CSc1ccccc1C(=O)O)Nc1ccc2c(c1)OCO2	-13	1
O=C1CCC(/C=C/c2ccccc2)=NN1	-10	18
COc1cc(C(=O)NCCOc2ccc(F)cc2)c(Br)c(OC)c1OC	-24	12
O=C(O)C1CC(c2cccc(Br)c2)=NO1 (centres undefined)	-6	0
O=C(Nc1ccc(N2C(=O)C3CCCCC3C2=O)cc1Cl)c1cccs1 (centres undefined)	-21	10
O=C(O/N=C/c1ccc(Cl)cc1)C1CCCCC1	-15	0
COc1ccc(N2CCN(S(=O)(=O)c3c(C)[nH]c(C)c3C(=O)N3CCCCC3)CC2)cc1	-15	-1
COc1ccc(CNC(=O)C2CCCN(S(=O)(=O)c3ccccc3)C2)cc1 (centres undefined)	-28	12
O=C(CCNC(=O)c1ccco1)NCCc1c[nH]c2ccccc12	-22	2

The list continues:
SMILES	OX1R antag-1	OX1R antag-2
Cn1c(=O)c2c(nc(NCc3ccco3)n2C/C=C/c2ccccc2)n(C)c1=O	47*	66
COC(=O)c1ccc(CSc2nnc3n(Cc4ccccc4OC)c(=O)c4ccccc4n23)o1	-48	26
O=C(O)CSc1nnc(Cn2nnc3ccccc32)n1CCc1ccccc1	-25	8
Cc1nc(SCc2nc3ccccc3[nH]2)c2oc3ccc(Br)cc3c2n1	-23	15
Cn1c(=O)c(C(=O)NNC(=O)c2ccccc2Br)c(O)c2ccccc21	-38	26
Cc1ccc(C(=O)N/C(=C/c2ccco2)C(=O)NCCCn2ccnc2)cc1	-8	7
CC1(C)Cc2nc3oc4c(=O)n(CC(=O)Nc5cccc(Cl)c5)cnc4c3cc2CO1	-2	5
COc1ccc(CC2(CO)CCN(Cc3ccc(NC(C)=O)cc3)CC2)cc1	-22	13
CCc1ccccc1NC(=O)C(Cc1ccccc1)c1nn[nH]n1 (centres undefined)	-13	11
CCC1=C(c2ccc(C)cc2)S(=O)(=O)N=C1N1CCC(C(=O)NCCCN2CCCCC2)CC1	-1	17
NC(=O)CSc1nc2ccccc2c(=O)n1CCc1ccccc1	-24	6
CCn1cnnc1SCC(=O)c1c(N)n(C2CC2)c(=O)[nH]c1=O	3	-5
COc1ccc(NC(=O)c2cccnc2SC)cc1OC	-7	11
COc1ccc(S(=O)(=O)NCc2ccco2)cc1NC(=O)c1ccccc1	-19	31
COc1ccc(C(=O)OCC(=O)Nc2ccccc2)cc1[N+](=O)[O-]	-16	8
Cc1nonc1C(=O)N/N=C/c1ccccc1	-7	10
Cc1cc(NS(=O)(=O)c2ccc(NC(=O)c3cccnc3)cc2)nc(C)n1	-6	12
CC(=O)c1c(C)[nH]c(C(=O)CSc2nnc(-c3ccco3)o2)c1C	-18	15
O=C(NC1CCN(Cc2ccccc2)CC1)c1cccc(S(=O)(=O)Nc2cc(C(F)(F)F)ccc2Cl)c1	-16	0
COc1ccc2c(CC(=O)Nc3ccccc3N3CCOCC3)coc2c1	-29	14
CCOc1ccc(OCC)c(NC(=O)CN(c2ccc(C)cc2)S(=O)(=O)c2c(C)noc2C)c1	-9	24
COc1ccc(NC(=O)c2ccc(-c3ccc([N+](=O)[O-])cc3)o2)cc1OC	-12	59
CCc1ccc(C(=O)Nc2ccc(C)c(NS(C)(=O)=O)c2)cc1	-19	8
COc1ccc(OC)c2[nH]c(=O)c(CCNC(=O)c3ccc(S(=O)(=O)N(C)C)cc3)cc12	-27	7
COc1ccc(Cc2nnc3c4cnn(C)c4ncn23)cc1	-29	16

Compounds above that have a COOH group:
SMILES	OX1R antag-1	OX1R antag-2
O=C(CSc1ccccc1C(=O)O)Nc1ccc2c(c1)OCO2	-13	1
O=C(O)C1CC(c2cccc(Br)c2)=NO1 (centres undefined)	-6	0
O=C(O)CSc1nnc(Cn2nnc3ccccc32)n1CCc1ccccc1	-25	8

Further compounds:
SMILES	OX1R antag-1	OX1R antag-2
COC(=O)C/C=N/N=C1/NC(=O)/C(=C/C(=O)O)S1	-14	24
CC1(C)NC(=O)N(CC(=O)OCC(=O)c2ccc(F)cc2)C1=O	-8	-1
COc1ccc(CC(=O)Nc2nc(-c3cccnc3)cs2)cc1	-5	13
O=C(O)CSc1ccc(Oc2ccc(SCC(=O)O)cc2)cc1	4	18
O=C(NC(NCCCN1CCOCC1)(C(F)(F)F)C(F)(F)F)C1CCCCC1	-17	-5
CCCc1cc(-c2n[nH]c(=S)n2CC)c2ccccc2n1	-44	9
Cc1ccc(S(=O)(=O)Cn2nnnc2CN2CCCC3(CCCCC3)C2)cc1	-8	14
Cc1ccc(-c2n[nH]c(=S)n2/N=C/c2ccncc2)cc1	-16	10
COc1cccc(CNc2nn[nH]n2)c1OC	-1	13
Cc1ccc(C)c(NC(=O)C[n+]2ccccc2)c1	0	9
CCc1nc(SCC(=O)Nc2ccc3c(c2)OCCO3)c2oc3ccccc3c2n1	-8	-2
COc1cc(C(=O)Nc2nc(-c3cc(C)ccc3C)c(C)s2)ccc1OCC(=O)Nc1ccc(F)cc1	-10	4
O=C(NCCCn1ccnc1)c1ccc(OCC(F)(F)F)cc1	-7	0
CCCCCCCCn1c(N2CCN(c3cccc(Cl)c3)CC2)nc2c1c(=O)[nH]c(=O)n2C	-12	5
CN(CC(=O)Nc1cccc(S(=O)(=O)N2CCCCC2)c1)Cc1ccc(F)cc1	22	5
Cc1cccc(C2=NN(c3ccccc3)[C@H](CO)[C@H]2c2ccc(F)cc2)c1	6	7
COc1cc(/C=C/C(=O)Oc2coc(CSc3ncccn3)cc2=O)cc(OC)c1OC	-18	18
CCN(CC)S(=O)(=O)c1cccc(C(=O)N/N=C/c2ccc([N+](=O)[O-])o2)c1	-16	73*
Cc1ccccc1OCC(=O)N(Cc1nc(-c2ccccc2)no1)C(C)C	5	62*
CCn1cc(C(=O)NC2CCCCCC2)c2cc(OC)c(OC)cc2c1=O	-32	13
CC(CNC(=O)c1ccccc1[N+](=O)[O-])NC(=O)c1ccccc1[N+](=O)[O-] (centres undefined)	10	5
CC1=C(C(=O)NC2CCC(C)CC2)C2(CCC(C)CC2)OC1=O (centres undefined)	-8	9
Cn1ncc2c(NNC(=O)Cc3ccccc3)ncnc21	-12	11
C/C(CC(=O)Nc1cc(C)ccn1)=N\NC(=O)c1ccccc1C	-14	9
COc1ccc(S(=O)(=O)NNC(=O)c2ccc([N+](=O)[O-])cc2)cc1	-15	22

Entries of single compounds from above.
Results for Cc1ccccc1OCC(=O)N(Cc1nc(-c2ccccc2)no1)C(C)C : OX1R antag-1: 5; OX1R antag-2: 62*
Results for O=C(NC(NCCCN1CCOCC1)(C(F)(F)F)C(F)(F)F)C1CCCCC1 : OX1R antag-1: -17; OX1R antag-2: -5

Structural class, the entries above containing a thiophene ring, fused or not (2)
SMILES	OX1R antag-1	OX1R antag-2
COc1cc2nc(SCc3ccc(F)cc3)n(Cc3cccs3)c(=N)c2cc1OC	2	20
O=C(Nc1ccc(N2C(=O)C3CCCCC3C2=O)cc1Cl)c1cccs1 (centres undefined)	-21	10

Further results
SMILES	OX1R antag-1	OX1R antag-2
O=C1NCCN1Cc1ccccc1F	5	-1
CCN(CC)CCC/C(=N\O)C(O)(c1ccccc1)c1ccccc1	-15	8
N#CCCc1cccc(CCC#N)c1	-8	6
CCCCn1c(N)c(N(CC(C)C)C(=O)CN2C(=O)C3CCCCC3C2=O)c(=O)[nH]c1=O (centres undefined)	-20	18
Cc1ccc(NC(=O)N2CCN(C(=O)c3ccco3)CC2)cc1Cl	-4	11
Cc1cccc(C(=O)OCC(=O)c2c(C)[nH]c3ccccc23)c1O	41	24
COc1ccccc1CC(=O)NNS(=O)(=O)c1ccccc1[N+](=O)[O-]	3	19
CCC(=O)Nc1c(C)n[nH]c1C	1	4
COc1cccc(NC(=O)C(=O)NCC(c2ccco2)N2CCc3ccccc3C2)c1 (centres undefined)	-13	16
O=C(Nc1ccc(Cl)cc1)C1C2C=CC3(O2)C1C(=O)N(CCCN1CCCCC1)C3C(=O)NC1CCCCC1 (centres undefined)	-17	10
O=C(NC(=S)Nc1ccccc1[N+](=O)[O-])c1cncc(Br)c1	-8	8
O=C(COC(=O)CCc1ccccc1)NC(c1ccccc1)c1ccccc1	-4	-1
Cc1cc(SCC(=O)OCC(=O)N(C)C2CCS(=O)(=O)C2)c(C)cc1Br (centres undefined)	-9	18
Cc1nc2cc(NC(=O)NCc3ccco3)ccc2n1C	-6	14
Cn1ccc(C(=O)Nc2sc3c(c2C(N)=O)CCCCC3)n1	-15	18
CCCC12CN3CC(CCC)(CN(C1)C3c1ccco1)C2=O (centres undefined)	-4	8
COc1ccccc1-n1cc(C(=O)c2cc(Cl)ccc2O)cc(C#N)c1=O	-16	3
C/C(CC(=O)NC(C)c1ccccc1)=N\NC(N)=S (centres undefined)	-8	5
COc1ccc(CNC(=O)[C@H](C)N2C(=O)N3CCc4c([nH]c5ccccc45)[C@@]3(C)C2=O)cc1OC	-17	22
O=C(c1ccccc1)n1c(=O)cc[nH]c1=O	1	5
CCOc1ccc2oc(C(=O)OCC(=O)NC3CCCC3)c(C)c2c1	-22	11
Cc1cc(C)cc(N2CCN(C(=O)N3CCOCC3)CC2)c1	-14	26
CCCCN(CC)CCNC(=O)c1cn(CCOC)c(=O)c2c1c1ccccc1n2C	-44	7
Cn1c(=O)oc2cc(S(=O)(=O)N3CCC(C(=O)NCc4ccccc4)CC3)ccc21	-5	-1
Cc1ccc(S(=O)(=O)N(C)C)cc1NC(=O)CSc1nnc(C2CC2)n1C1CC1	-12	-2

More structures
SMILES	OX1R antag-1	OX1R antag-2
CCOC(=O)Cc1csc(SCC(=O)NC2CCS(=O)(=O)C2)n1 (centres undefined)	-12	0
O=C(NCc1ccccn1)Nc1ccc(F)cc1	2	10
COC(=O)c1cc2ccsc2n1CC(=O)NCC1CCCO1 (centres undefined)	-9	36
CN(C(=S)Nc1ccccc1F)C1(c2ccccc2Cl)CCCCC1=O (centres undefined)	-4	8
Fc1cccc(CN2CCN(Cc3nc(-c4cnccn4)no3)CC2)c1	-21	20
Cc1cc(C)cc(N(CC(=O)Nc2cccc(C)n2)S(=O)(=O)c2c(C)noc2C)c1	-24	21
Cc1cc(C(=O)Nc2ccc(Br)cc2F)n(-c2ccccc2)n1	-31	9
COc1ccc(CCC(=O)N2CCCC(Nc3ccc(OC)cc3)C2)cc1 (centres undefined)	-21	13
CN(C)CCOC(=O)C12CC3CC(CC(C3)C1)C2	1	22
CSc1ccc(/C=C/C(=O)c2ccc(NC(=O)C(C)C)cc2)cc1	-11	42
COc1ccc(CNC(=O)C2=CC(c3ccc(OC)c(OC)c3)=NS(=O)(=O)N2C)cc1	-3	9
O=C(CCCOc1ccc(Br)cc1)NNC(=O)c1ccncc1	-7	7
Cc1ccc(CN2CCN(Cc3c[nH]c4ccccc34)CC2CCO)o1 (centres undefined)	-32	-1
Cc1cc(Cl)ccc1OCC(=O)N(Cc1cccs1)C1CCS(=O)(=O)C1 (centres undefined)	-18	35
CC1CCc2sc(C(=O)NN)cc2C1 (centres undefined)	-17	10
O=C(Nc1ccncc1)C1CCN(S(=O)(=O)c2ccc(Cl)cc2)CC1	-15	15
O=C(CCN1C(=O)COc2ccccc21)NCCN1CCN(c2ccccc2F)CC1	-33	18
Cn1cc(CN2C[C@H]3CC[C@H]2C3)c(-c2ccccc2F)n1	0	4
COc1ccc2c(c1)OC[C@H]1[C@H]2N2C(=O)c3cc(F)ccc3NC(=O)[C@@]2(C)[C@H]1c1ccccc1	-16	10
CN(C)S(=O)(=O)c1cc(NC(=O)CSc2ncc(C(F)(F)F)cc2Cl)ccc1Cl	-14	11
COc1cccc(CNS(=O)(=O)c2cc3c(cc2C)n(C)c(=O)c(=O)n3C)c1	-19	4
Cc1c(NS(=O)(=O)c2ccc3[nH]c(=O)[nH]c3c2)c(=O)n(-c2ccccc2)n1C	-9	8
C/C(=N\Nc1nc(C)cc(C)n1)c1ccc(C)o1	-8	25
CC1(OC(=O)CCc2ccccc2)C(=O)C=C2C=C(c3ccc(C#N)cc3)N(C(CO)CO)C=C2C1=O (centres undefined)	-12	31
COc1ccc(NC(=O)c2ccc(NC(=O)CN(C)CC(=O)Nc3c(C)cccc3C)cc2)cc1	-17	16

Compound activity (PubChem)

Random draw from the library. About 2.1% of those tested had a hit in this group.
